Bioassay records: PubChem, National Center for Advancing Translational Sciences (NCATS)
BCR signal inh: inhibitors of chronic active B-cell receptor signaling; ABC-DLBCL IkBa-CBG/CBR reporter, luminescence ratio, 4 h; Potency, µM (series often up to 46.1 µM), inactives show at the highest dose ratio change, negative = lower green/red ratio, hits mostly inhibitors; actives 0.05% (n = 340,000); AID 493014; active = well fitted inhibition curve with a large enough effect in the signal ratio, with a control signal flat, not every such curve was filed as active; inconclusive = small, poorly fitted or top-dose-only effect, or effect the other way, or a change in a side signal; the % refers to the signal ratio;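 also: potency is read from the fitted curve at half-maximal effect; plate controls were basal doxycycline-induced cells for no effect and cells given 10 µM MG132 for full effect; MG132 reads +100%, hits lower the ratio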
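TMD8 ABC-DLBCL cells carrying doxycycline-inducible green luciferase fused to IkappaBalpha plus unfused red luciferase were exposed to compounds (up to 46 uM) for 4 hrs at 37C. Activity came from the overlap-corrected green/red luminescence ratio.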
Eya2 inh: Eya2 (human) phosphatase inhibition | O00167 | recombinant Eya2, OMFP fluorescence dephosphorylation (OMFP is methylfluorescein phosphate) | Potency, µM (titrated, usually from 76.9 µM), for inactives: at the top dose activity, negative = inhibition, usual class: inhibitors | actives 0.006% (n = 330,000); also: potency is read from the fitted curve at half-maximal effect; % is scaled to controls: 0 for no effect and ±100 for the full control effect
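Eya2 (0.2 uM) preincubated 10 min at ambient with compound, then OMFP substrate added at 50 uM; 10 min reaction in 50 mM HEPES pH 7.5, 50 mM NaCl, 5 uM MgCl2, 0.05% BSA, 1 mM DTT. Fluorescence read at Ex 485/Em 525 nm.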
TCR act: activators of T cell receptors; primary human leukocytes, anti-CD3, IL-2 HTRF, 48 h; 330,000 tested, under 10 active; Potency, µM (titrated, usually from 9.22 µM), for the others: top-dose activation of IL-2 secretion, usual class: activators; also: % of control where 0% means no effect
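Primary human leukocytes receive a-CD3 beads and test compound and are incubated 48 hr. Secreted IL-2 is then assayed by HTRF, measuring 665nm acceptor emission after 320nm excitation of the europium donor.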
ELG1 DNA repair: blocks ELG1-dependent DNA repair in HEK293T cells; HEK293T ELG1-luciferase reporter, luminescence, 16 h; DNA damage induced by 5-fluorouridine; Potency, µM (top dose mostly 46.1 µM), inactives show at the top dose activity change, negative = inhibition, actives largely listed as inhibitors; actives 2.3% (n = 330,000); AID 504467; also: potency is read from the fitted curve at half-maximal effect; % is scaled to controls: 0 for no effect and ±100 for the full control effect; nearly all actives have a fitted effect of over 55% in size
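Step one: seed 2,000 cells per well. Step two: pin-transfer compound or DMSO alongside 5-fluorouridine. Step three: incubate 16 hr, 37 °C, 5% CO2. Step four: add ONE-Glo, wait 30 min, read luminescence.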
Mito fusion yeast: inhibitors of mitochondrial division or activators of mitochondrial fusion; S. cerevisiae fusion-defective mutant growth rescue, CellTiterGlo 48 h; Potency, µM (highest dose often 46.1 µM), inactives show at the top dose growth rescue (activation), hits mostly activators; actives 0.23% (n = 320,000);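 also: potency is read from the fitted curve at half-maximal effect; % of control where 0% means no effect; nearly all actives have a fitted effect of over 45% in size; temperature-sensitive fusion mutants such as fzo1-1 at 37 °C on non-fermentable ethanol glycerol medium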
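Yeast fusion mutant, YPEG (non-fermentable carbon), compound, 48 h at 37C non-permissive; CellTiterGlo added, 10 min RT, luminescence read. Rescued growth = division inhibition.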
TSG101-PTAP inh: blocks PTAP/TSG101 interaction to inhibit HIV-1 budding | 340,000 tested, under 10 active | Potency, µM (series often up to 115 µM), without a hit: at the top dose activity change, negative = inhibition, usual class: inhibitors | AID 493005 | Q99816 | Fluorescence polarization, FITC-PTAP peptide / Tsg101 binding; active = well fitted inhibition curve with a large enough effect in the main read-out, with a control signal flat, not every such curve was filed as active; inconclusive = small, poorly fitted or top-dose-only effect, or effect the other way, or a change in a side signal; inactive = no such curve, though single readings can be large or run the other way; also: potency is read from the fitted curve at half-maximal effect; % of control where 0% means no effect
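Compounds were pin-transferred onto Tsg101 binding domain (10 uM final) in HEPES pH 7.5 buffer, then FITC-PTAP peptide was added at 50 nM final. After 20 min at RT, polarization reported peptide displacement across a qHTS concentration series.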
TSHR antagonist: blocks TSH signaling through the human TSH receptor; P16473; TSHR-expressing cells, TSH-stimulated cAMP HTRF, 2 h; stronger effect = lower value; activity change, negative = inhibition, % at 11.5 µM; actives 0.2% (n = 330,000);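 active = activity change below a set negative limit, meaning inhibition stronger than a set level, cut at about -70% in these data; inconclusive = activity change between two set negative limits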; also: % is scaled to controls: 0 for no effect and ±100 for the full control effect
Target sequence (P16473 whole entry, looked up): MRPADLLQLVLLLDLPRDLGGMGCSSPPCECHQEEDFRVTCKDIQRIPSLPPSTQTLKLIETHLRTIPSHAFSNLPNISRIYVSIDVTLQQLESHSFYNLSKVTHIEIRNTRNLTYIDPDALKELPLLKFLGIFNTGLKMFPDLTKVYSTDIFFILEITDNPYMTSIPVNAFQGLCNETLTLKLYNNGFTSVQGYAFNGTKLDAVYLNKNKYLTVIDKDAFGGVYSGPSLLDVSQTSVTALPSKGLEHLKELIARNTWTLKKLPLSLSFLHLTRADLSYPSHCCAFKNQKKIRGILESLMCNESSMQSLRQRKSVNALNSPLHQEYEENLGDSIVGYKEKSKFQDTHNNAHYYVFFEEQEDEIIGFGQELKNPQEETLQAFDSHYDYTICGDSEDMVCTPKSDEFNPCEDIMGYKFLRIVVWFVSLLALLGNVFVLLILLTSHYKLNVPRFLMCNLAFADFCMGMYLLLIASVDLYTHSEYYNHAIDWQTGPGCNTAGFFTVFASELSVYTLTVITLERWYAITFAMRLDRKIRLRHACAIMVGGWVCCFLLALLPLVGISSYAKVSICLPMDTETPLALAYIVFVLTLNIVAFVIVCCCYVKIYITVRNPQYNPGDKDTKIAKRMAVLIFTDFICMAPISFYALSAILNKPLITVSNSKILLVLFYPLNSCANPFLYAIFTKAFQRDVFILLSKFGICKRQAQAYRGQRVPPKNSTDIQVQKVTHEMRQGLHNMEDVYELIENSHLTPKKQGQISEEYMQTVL
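Cell-based HTRF cAMP assay; TSHR cells + compound, TSH EC80 (4nM final), 2 h, 37 deg C. Lysis with anti-cAMP cryptate and cAMP-d2, 30 min RT, read 665/620 nm.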
Tb PFK block: inhibitors of T. brucei phosphofructokinase. O15648. T. brucei PFK, ADP-Glo luminescence. Potency, µM (doses to about 57.5 µM), for inactives: at the top dose activity, negative = inhibition, most hits filed as inhibitors. actives 0.17% (n = 330,000);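 also: potency is read from the fitted curve at half-maximal effect; 0% = uninhibited 1x PFK enzyme wells and -100% = no-enzyme wells; nearly all actives have a fitted effect of over 60% in size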
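In TEA buffer at pH 8.0 with 5 mM MgCl2, enzyme (1.25 nM) converted F6P (0.5 mM) and ATP (0.1 mM) for 45 min at room temperature. ADP product was read by luciferase luminescence.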
Integrin act MD: activators of alpha7 integrin expression for muscular dystrophy; alpha7betagal myoblasts, beta-gal FDG fluorescence, 48 h; Potency, µM (doses to about 38.3 µM), without a hit: top-dose activation, most hits filed as activators; actives 0.064% (n = 350,000);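 also: potency is read from the fitted curve at half-maximal effect; 100% = response of the positive control SU9516; nearly all actives have a fitted effect of over 60% in size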
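alpha7betagal+/- myoblasts (passage 13, 250/well) treated 48 h at 37C with compounds at 1:260 dilution of DMSO stock. Lysed, then beta-galactosidase activity read as FDG fluorescence (ex 480/em 540) after 30 min, with pre-read for autofluorescence.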
A-T KAP1 phos: potential ataxia-telangiectasia treatments restoring KAP-1 phosphorylation | […] A-T fibroblasts, KAP-1 phosphorylation AlphaLISA; neocarzinostatin DNA damage 30 min before lysis | actives 0.19% (n = 320,000) | Potency, µM (titrated, usually from 57.5 µM), inactives show top-dose activation, usual class: activators; also: potency is read from the fitted curve at half-maximal effect; % of control where 0% means no effect; nearly all actives have a fitted effect of over 45% in size
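hTERT-immortalized A-T patient fibroblasts ([…]), 500 cells/well in OPTI-MEM, 1% FBS, got compounds for 60 min, then NCS for 30 min at 37C. Lysates were then assayed for phospho-KAP-1 by AlphaLISA (anti-pKAP1 donor, anti-KAP1 acceptor beads), 6 hr at 25C.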
ASM inhibitor: blocks human secretory acid sphingomyelinase; P17405; placental ASM, HMU-PC fluorogenic substrate, 60 min; actives 0.006% (n = 340,000); Potency, µM (top dose mostly 57.5 µM), for the others: at the top dose activity change, negative = inhibition, most hits filed as inhibitors; also: potency is read from the fitted curve at half-maximal effect
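Steps: dispense placental human ASM, pin compound, wait 10 min at room temperature, add HMU-PC0 substrate at 9 uM final, incubate 60 min at 37 °C, add stop solution raising pH to 10, read fluorescence.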
* hit, by the source's call; i = inactive; ? = inconclusive; . = not tested or not shown; [ ] = remark or other dose. Unless noted, calls follow the shape of the dose curve; as a rule, active = well fitted curve in the direction sought with a large enough effect; inconclusive = small, poorly fitted or top-dose-only effect, or another doubt; inactive = no such curve, though single readings can be large; an effect the other way counts as inactive or inconclusive.

item	SMILES	BCR signal inh	Eya2 inh	TCR act	ELG1 DNA repair	Mito fusion yeast	TSG101-PTAP inh
1	O=C(c1cccc(Cl)c1)N1CCC(N2CCC(C(=O)N3CCCC3)CC2)CC1	0%	0%	-3%	?	-1%	-1%
2	CCc1ccc(NCc2nc(-c3ccccc3)no2)cc1	?	-1%	3%[46.1 µM]	?	8%	0%
3	CCN(CC)CCN(Cc1cc2cc(C)ccc2[nH]c1=O)C(=O)Nc1ccccc1OC	-5%	4%	-2%	-2%	3%	-1%
4	CCN(CC(=O)Nc1ccc(NC(C)=O)cc1)C(=O)C1CCCN(C(=O)c2ccc(Cl)cc2)C1 (stereo not drawn)	1%	-2%	2%	20%	1%	0%
5	COc1cc(OC)c(NC(=O)C2CCCO2)cc1Cl (stereo not drawn)	?	-19%	3%	15%	0%	-1%
6	Cc1nn(C(C)C(=O)NCCC2=CCCCC2)c(=O)c2nn(-c3ccccc3)c(C)c12 (stereo not drawn)	0%	-5%	-2%	22%	-7%	-9%
7	Fc1ccc(N/N=C/C=C/c2ccccc2)c(F)c1	?	-18%	2%[46.1 µM]	?	10%	1%
8	CSc1nc(N)nc2c1ncn2CC(=O)N1CCN(Cc2c(C)cc(C)cc2C)CC1	2%	-23%	-1%	2.3µM*	.	-1%
9	CCCn1c(N)c(C(=O)CN2CCN(S(=O)(=O)c3cccs3)CC2)c(=O)[nH]c1=O	1%	11%	.	-29%	2%	-5%
10	O=C(NC1CC1)C1=C[C@H](c2c[nH]c3ccccc23)C[C@H](OCc2ccc(CO)cc2)O1	?	-4%	-4%	-5%	-1%	-1%
11	O=C(NCc1ccccc1)C1=C[C@H](c2ccc(C(F)(F)F)cc2)C[C@H](OCc2ccc(CO)cc2)O1	3%	-1%	2%	-16%	6%	-2%
12	CC1CCCN(S(=O)(=O)c2ccc(NC(=O)CN3CCCCC3)cc2)C1 (stereo not drawn)	-9%	-22%	-6%	-10%	-2%	-7%
13	NC(=O)Cn1cc(/C=N/NC(=O)c2ccc(Cn3cc(Cl)cn3)o2)c(-c2ccccc2)n1	1%	-27%	8%	3%	2%	-7%
14	COc1cc2c(cc1OC)/C(=C/C(=O)c1cccc([N+](=O)[O-])c1)NCC2	-1%	-11%	5%	?	12%	-6%
15	Fc1ccccc1Cc1noc(CN2CCN(c3ccc(Cl)cn3)CC2)n1	-2%	0%	-1%	-11%	3%	-4%

item	TSHR antagonist	Tb PFK block	Integrin act MD	A-T KAP1 phos	ASM inhibitor
1	-37	0%	-18%	-6%	0%
2	1	0%	-9%	3%	-11%
3	-3	-4%	1%	2%	-2%
4	17	-6%	-8%	1%	-1%
5	1	1%	9%	-1%	2%
6	0	-10%	-34%	13%	2%
7	-5	-4%	21%	12%	5%
8	-24	-5%	5%	7%	-2%
9	-4	-2%	5%	1%	-1%
10	8	1%	-16%	32%	6%
11	5	2%	-15%	0%	-16%
12	-2	3%	14%	14%	4%
13	-2	0%	39%	1%	-3%
14	-12	5%	?	0%	-15%
15	-11	8%	-44%	3%	-5%

2 entries picked at random from the list so far:
item	SMILES	BCR signal inh	Eya2 inh	TCR act	ELG1 DNA repair	Mito fusion yeast	TSG101-PTAP inh
15	Fc1ccccc1Cc1noc(CN2CCN(c3ccc(Cl)cn3)CC2)n1	-2%	0%	-1%	-11%	3%	-4%
1	O=C(c1cccc(Cl)c1)N1CCC(N2CCC(C(=O)N3CCCC3)CC2)CC1	0%	0%	-3%	?	-1%	-1%

item	TSHR antagonist	Tb PFK block	Integrin act MD	A-T KAP1 phos	ASM inhibitor
15	-11	8%	-44%	3%	-5%
1	-37	0%	-18%	-6%	0%

(cont.)
item	SMILES	BCR signal inh	Eya2 inh	TCR act	ELG1 DNA repair	Mito fusion yeast	TSG101-PTAP inh
16	Cc1ccc(CNC(=O)CSCc2ccccc2)cc1	?	7%	1%	-13%	11%	-8%
17	Clc1ccc2nc(-c3ccc(Cl)nc3)[nH]c2c1	?	-4%	0%	?	-8%	0%
18	CCN(CC)CCNC(=O)C1CCCCN1S(=O)(=O)c1cccc([N+](=O)[O-])c1 (stereo not drawn)	1%	-15%	2%	17%	16%	-6%
19	CN(C)CCCC(C)(O)C(C)(C)c1ccccc1 (stereo not drawn)	0%	1%	-1%[46.1 µM]	-16%	-6%	0%
20	CCCOc1ccc(CNC(=O)c2ccc3c(c2)N(CC)CCS3)cc1	0%	?	-4%	-9%	-4%	-2%
21	O=C(CN1CCN(c2ccccn2)CC1)Nc1ccc([N+](=O)[O-])cc1C(=O)Nc1ccccc1F	1%	-4%	0%	12µM*	-23%	-4%
22	CN(C)C(=O)c1cn(-c2ccccc2)nc1-c1cccs1	-2%	-10%	0%	11%	1%	-8%
23	COc1ccc(-c2cc(C(=O)Nc3c(F)cc(F)cc3Br)no2)cc1	?	9%	-1%	?	5%	0%
24	C#CCOC(=O)CCCC(=O)Nc1ccccc1OC	-1%	-9%	-5%	-1%	5%	-6%
25	Cc1ccc(N(C(=O)c2csnn2)C(C(=O)NC2CCCCC2)c2cccnc2)cc1C (stereo not drawn)	2%	0%	3%	1%	4%	-3%
26	COc1ccc(/C(N)=N/OC(=O)CCC2CCCC2)cc1	?	-13%	-193%	-3%	-4%	-10%
27	Cc1cc(=O)[nH]c(SCC(=O)c2ccc3c(c2)NC(=O)CO3)n1	10%	10%	-1%	23%	1%	-2%
28	CCCn1c(N)c(N(CCOC)C(=O)c2ccc([N+](=O)[O-])c(C)c2)c(=O)[nH]c1=O	-15%	18%	5%	28%	-14%	-4%
29	O=c1[nH]c(=O)n(CCOc2ccc(Cl)cc2)cc1Br	-1%	-8%	2%	-11%	1%	-2%
30	CCN(C(=O)COC(=O)c1ccccc1NCCO)C1CCS(=O)(=O)C1 (stereo not drawn)	?	15%	1%	19%	-2%	-2%
31	Cc1oc(C(C)(C)C)cc1C(=O)Nc1ccc(C(=O)O)cc1	?	-3%	1%	?	0%	-2%
32	COc1ccc(NC(=O)C2CCN(S(=O)(=O)c3ccc(Br)s3)CC2)cc1OC	?	-2%	5%	-12%	-4%	0%
33	CSc1nc(NCCCO)c2c3c(sc2n1)CN(C)CC3	-10%	-2%	-6%	-22%	0%	-13%

item	TSHR antagonist	Tb PFK block	Integrin act MD	A-T KAP1 phos	ASM inhibitor
16	-7	-8%	0%	-1%	-3%
17	-12	9%	?	3%	-2%
18	7	4%	-25%	-3%	0%
19	2	2%	-20%	-7%	1%
20	-3	1%	-13%	15%	.
21	-5	-2%	-7%	20%	-7%
22	0	0%	1%	0%	0%
23	-6	-2%	-21%	4%	-3%
24	-9	6%	8%	7%	0%
25	13	-2%	-56%[inhibitor]	-4%	0%
26	3	0%	?	0%	0%
27	24	1%	3%	-9%	1%
28	6	-16%	0%	9%	12%
29	-6	-2%	-3%	3%	-7%
30	-8	-3%	26%	7%	i
31	-3	-3%	11%	2%	5%
32	-4	-9%	-20%	-11%	-8%
33	-8	4%	-12%	8%	473%[activator]
